Screening data deposited in PubChem by Broad Institute.
U2OS ROS induce – cancer cell ROS induction. U2OS ROS induction, H2DCF-DA fluorescence. ROS induction (% of piperlongumine), % at 10 µM. hit rate 2% among 46,000. AID 624156; in the data active = ROS induction above about 79%, passing the limit was not always enough; inconclusive = no clear call, values can overlap the other calls;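 note: 0% = DMSO vehicle median and 100% = reference compound median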
Starred values were filed as active, the others as inactive; ? = inconclusive. Some of the compounds tested; count on the stated rates, not on these rows.

SMILES	U2OS ROS induce
C=CCN1C(=O)[C@]2(O[C@H](CCn3cc(CCO)nn3)[C@@H]([Si](C)(C)c3ccc(OC)cc3)[C@@H]2C)c2cc(N3C(=O)c4cccc5cccc3c45)ccc21	97*
C[C@@H]1CN([C@H](C)CO)C(=O)Cc2cc(NC(=O)Nc3ccccc3)ccc2O[C@H]1CN(C)Cc1ccc(Cl)c(Cl)c1	13
C[C@H]1CN([C@@H](C)CO)C(=O)Cc2cc(NC(=O)C3CC3)ccc2O[C@@H]1CN(C)Cc1ccc(Oc2ccccc2)cc1	15
C[C@H]1CN([C@@H](C)CO)C(=O)Cc2cc(NC(=O)C3CCCCC3)ccc2O[C@@H]1CN(C)Cc1ccccc1	-1
Cc1ccc(S(=O)(=O)N(C)C[C@@H]2Oc3c(NS(=O)(=O)c4cn(C)cn4)cccc3C(=O)N([C@@H](C)CO)C[C@@H]2C)cc1	-6
C[C@@H]1CCCCO[C@H](CN(C)CC2CCCCC2)[C@@H](C)CN([C@H](C)CO)C(=O)c2cc(NC(=O)c3ccccc3)ccc2O1	20
CCc1ccc(NC(=O)N(Cc2ccco2)C(C)c2cccs2)cc1 (stereo unspecified)	7
C[C@H]1CN([C@@H](C)CO)C(=O)c2cc(NC(=O)Cn3cnnn3)ccc2O[C@@H]1CN(C)C(=O)Nc1ccc2c(c1)OCO2	-12
CC(C)(C)OC(=O)NC/C=N/NC(=O)CCCCCCC(=O)Nc1ccccc1O	2
CCNC(=O)c1ccc2nc(N3CCCCC3)sc2c1	-7
C[C@@H]1CN([C@H](C)CO)C(=O)Cc2cc(NC(=O)C3CCCCC3)ccc2O[C@@H]1CN(C)Cc1ccc(C(=O)Nc2ccccc2N)cc1	15
C[C@H](CO)N1C[C@H](C)[C@H](CN(C)S(=O)(=O)c2ccccc2)Oc2ncc(C#CC(C)(C)O)cc2C1=O	4
COc1ccc(/C=C/C(=O)O[C@H]2[C@H](OC3C4O[C@]4(CO)[C@H]4C(O[C@@H]5O[C@H](CO)[C@@H](O)[C@H](O)[C@H]5O)OC=C[C@@H]34)O[C@@H](C)[C@H](O)[C@H]2O)cc1 (stereo partly specified)	-2
C=C(C)Cn1c(SCC(=O)NN)nc2ccccc2c1=O	22
COc1ccc(CN(C)C[C@H]2OCc3cnnn3CCCC(=O)N([C@@H](C)CO)C[C@H]2C)cc1	-4
Cc1ccc(S(=O)(=O)Nc2cccc3cccnc23)c([N+](=O)[O-])c1	-8
O=S(=O)(NC1CCN(Cc2ccc(OCCO)cc2)CC1)c1cc(Cl)ccc1Cl	-6
c1ccc(CN2CCN(Cc3ccccc3)C2c2ccco2)cc1	-1
CCOC(=O)c1cnc2c(C)cc(C)cc2c1Nc1ccc(S(=O)(=O)Nc2ncccn2)cc1	17
NC(=O)c1ccccc1C(=O)c1ccccc1	-8
C[C@H]1CN([C@@H](C)CO)C(=O)c2cccc(NS(=O)(=O)c3cn(C)cn3)c2O[C@@H]1CN(C)C(=O)NC1CCCCC1	-16
CC(C)(C)c1ccc(C(=O)NCCNc2ccccc2[N+](=O)[O-])cc1	3
C[C@H](CO)N1C[C@H](C)[C@@H](CN(C)S(=O)(=O)c2cccs2)Oc2c(NC(=O)c3nc4ccccc4s3)cccc2C1=O	62
Cc1nn2c3ccccc3n(C)c2c1C(=S)Nc1ccccc1	31
O=C(CSc1n[nH]c(-c2ccccc2)n1)Nc1ccc(F)cc1	-2
COc1cc(C(=O)NCCC(=O)NC2CCCc3ccccc32)cc(OC)c1OC (stereo unspecified)	-6
O=[N+]([O-])c1ccc(NCCNC(=S)Nc2ccc(Cl)cc2)nc1	5
C[C@H]1CN([C@@H](C)CO)C(=O)Cc2cc(NS(=O)(=O)c3ccccc3)ccc2O[C@H]1CN(C)C	?
C[C@@H]1CN([C@H](C)CO)C(=O)Cc2cc(NC(=O)Cc3ccccc3)ccc2O[C@@H]1CN(C)C(=O)Nc1ccc2c(c1)OCO2	3
COC(=O)[C@]1(CO)N=C(c2ccc(OCCCO)cc2)O[C@@H]1c1ccccc1CN=[N+]=[N-]	2
Cc1ccc(C)c(Cn2c(C)nc3c(sc(=S)n3-c3ccccc3)c2=O)c1	17
O=C(NCc1cccc(Cl)c1)c1nc2c(nnn2Cc2ccccc2)c(=O)[nH]1	23
O=C(NCCc1ccccc1)c1cc2ccccc2oc1=O	9
COC(=O)[C@H](c1ccccc1Cl)N1CCc2sccc2C1	4
C[C@@H]1CCCCO[C@@H](CN(C)S(C)(=O)=O)[C@@H](C)CN([C@H](C)CO)C(=O)c2cc(NC(=O)Cc3ccccc3)ccc2O1	84*
CS(=O)(=O)N(CC(=O)Nc1ccc(Br)cc1F)c1ccc(Cl)c(Cl)c1	-7
Cc1noc(C)c1NC(=O)Nc1ccc2c(c1)CC(=O)N([C@@H](C)CO)C[C@H](C)[C@H](CN(C)Cc1ccc(Oc3ccccc3)cc1)O2	25
C[C@@H]1CN([C@H](C)CO)C(=O)c2cccc(N(C)C)c2O[C@H]1CN(C)Cc1ccc(Cl)c(Cl)c1	-8
O=C(Nc1cccc(-c2nc3cccnc3s2)c1)C1CC1	69
CCc1cc(Br)cc(C)c1NC(=O)CSc1nnc(-c2ccncc2)n1-c1ccccc1	2
Cc1ccccc1NC(=O)C(=O)NCc1ccccn1	10
Cc1cc(C(=O)Nc2cccc3c2O[C@H](CN(C)C(=O)Nc2c(C)noc2C)[C@@H](C)CN([C@H](C)CO)C3=O)n(C)n1	-6
COc1ccc(NC(=O)N(C)C[C@H]2Oc3c(NC(=O)Nc4cccc5ccccc45)cccc3C(=O)N([C@H](C)CO)C[C@H]2C)cc1	6
CCOC(=O)c1ccc(CNCc2ccccc2)cc1	20
C[C@H]1CN([C@@H](C)CO)C(=O)c2cccc(NC(=O)NC3CCCCC3)c2O[C@H]1CN(C)C(=O)Nc1ccc(C(F)(F)F)cc1	5
Cc1cc(C(=O)Nc2cccc3c2O[C@H](CN(C)Cc2ccc(Oc4ccccc4)cc2)[C@H](C)CN([C@@H](C)CO)C3=O)n(C)n1	21
C[C@H](CO)N1C[C@H](C)[C@H](CN(C)CC2CCCCC2)Oc2ccc(NC(=O)Cn3cnnn3)cc2CC1=O	-12
C[C@@H]1CN([C@H](C)CO)C(=O)CCCn2nncc2CO[C@@H]1CN(C)S(=O)(=O)c1ccccc1C#N	-9
C[C@@H]1CN([C@@H](C)CO)C(=O)c2cccc(NC(=O)CCCCCC(=O)Nc3ccccc3N)c2O[C@@H]1CN(C)C	-14
C[C@@H]1CN([C@@H](C)CO)C(=O)Cc2cc(NC(=O)CCN3CCOCC3)ccc2O[C@@H]1CN(C)Cc1ccc(C(=O)Nc2ccccc2N)cc1	19
Cn1c(SCC(=O)Nc2ccc(S(N)(=O)=O)cc2)nnc1-c1ccccc1Cl	3
CC(=C\c1ccccc1)/C(C)=N/O	21
C[C@@H]1CN([C@@H](C)CO)C(=O)CCCn2nncc2CO[C@H]1CN(C)Cc1ccc(O)cc1	15
Cc1noc(C)c1NC(=O)Nc1ccc2c(c1)C(=O)N([C@H](C)CO)C[C@H](C)[C@@H](CN(C)C(=O)Nc1ccc(C(F)(F)F)cc1)O2	-10
CCOc1ccccc1Nc1nc(N)nc(CSc2nncn2C)n1	-5
Cc1cc(N(CC(=O)Nc2ccc(Cl)cc2C)S(C)(=O)=O)ccc1Br	1
CNC[C@@H]1Oc2ccc(NC(=O)Nc3ccc(C(F)(F)F)cc3)cc2CC(=O)N([C@@H](C)CO)C[C@@H]1C	18
COc1ccc(NC(=O)Nc2ccc3c(c2)CC(=O)N([C@@H](C)CO)C[C@H](C)[C@@H](CN(C)C(=O)NC(C)C)O3)cc1	13
C[C@@H]1CCCCO[C@@H](CN(C)C(=O)NC2CCCCC2)[C@@H](C)CN([C@H](C)CO)C(=O)c2cc(NS(=O)(=O)c3ccc(F)cc3)ccc2O1	18
N#CNC(=Nc1ccc(Cl)cc1)Oc1ccccc1	25

Remaining list, next part.
SMILES	U2OS ROS induce
Cc1nn(Cc2ccccc2Cl)c(C)c1NC(=O)C1CC(c2ccc(Cl)cc2)=NO1 (stereo unspecified)	-3
C[C@@H]1CN([C@H](C)CO)C(=O)c2cc(NC(=O)Nc3ccc(F)cc3)ccc2O[C@@H]1CN(C)C(=O)Nc1ccc(F)cc1	-2
Cc1noc(C)c1NC(=O)N(C)C[C@@H]1Oc2ccc(NC(=O)Nc3ccccc3)cc2C(=O)N([C@@H](C)CO)C[C@@H]1C	-9
COc1ccc(NC(=O)N(C)C[C@@H]2Oc3ccc(N(C)C)cc3CC(=O)N([C@H](C)CO)C[C@H]2C)cc1	-1
CSc1cccc(NC(=O)CN(c2ccc(F)c(Cl)c2)S(C)(=O)=O)c1	-4
C[C@H](CO)N1C[C@H](C)[C@@H](CN(C)Cc2ccc(Cl)c(Cl)c2)Oc2c(NS(=O)(=O)c3ccc(Cl)cc3)cccc2C1=O	3
C[C@H]1CN([C@@H](C)CO)C(=O)c2cccc(NC(=O)C3CCCCC3)c2O[C@@H]1CN(C)S(=O)(=O)c1cccs1	-5
C[C@H](CO)N1C[C@H](C)[C@@H](CN(C)Cc2ccc(Cl)c(Cl)c2)Oc2c(NC(=O)Nc3ccccc3)cccc2C1=O	29
C[C@H]1CN([C@@H](C)CO)C(=O)Cc2cc(NC(=O)C3CCCCC3)ccc2O[C@H]1CN(C)Cc1ccc(Cl)c(Cl)c1	10
Cc1ccc(-n2c(=O)c3c(C)c(C(=O)N(C)C)sc3n(Cc3ccc(F)cc3Cl)c2=O)cc1C	19
C[C@H](CO)N1C[C@H](C)[C@H](CN(C)C(=O)c2cc(-c3ccccc3)on2)OCc2cnnn2CCCC1=O	3
C[C@H]1CN([C@@H](C)CO)C(=O)Cc2cc(NC(=O)CCC(F)(F)F)ccc2O[C@@H]1CN(C)C(=O)Nc1ccccc1	-11
C[C@H](CO)N1C[C@H](C)[C@@H](CN(C)C(=O)Nc2ccccc2)Oc2c(NS(=O)(=O)c3cn(C)cn3)cccc2C1=O	-13
CCOc1ccc(S(=O)(=O)Nc2nc3ccccc3nc2Nc2ccccc2)cc1	-17
CC(C)NC(=O)Nc1ccc2c(c1)C(=O)N([C@H](C)CO)C[C@H](C)[C@@H](CN(C)S(=O)(=O)c1ccccc1)OCCCC[C@@H](C)O2	-16
C[C@@H]1CN([C@H](C)CO)C(=O)Cc2cc(NC(=O)C3CC3)ccc2O[C@@H]1CN(C)S(=O)(=O)c1cn(C)cn1	20
COc1ccc(S(=O)(=O)N(C)C[C@H]2Oc3c(NC(=O)NC4CCCCC4)cccc3C(=O)N([C@H](C)CO)C[C@@H]2C)cc1	11
C[C@@H]1CN([C@@H](C)CO)C(=O)c2cccc(NC(=O)c3nc4ccccc4s3)c2O[C@H]1CN(C)Cc1ccccc1	8
COc1ccc(S(=O)(=O)N(C)C[C@H]2Oc3c(NS(C)(=O)=O)cccc3C(=O)N([C@@H](C)CO)C[C@H]2C)cc1	-2
CCn1c2ccccc2c2cc(/C=N/NC(=O)c3ccccn3)ccc21	-1
CCn1cc(C(C)NC(=S)Nc2ccc(OC)cc2OC)c(C)n1 (stereo unspecified)	-6
CCOC(=O)CCn1cc(F)c(=O)[nH]c1=O	-5
C/C(=N\S(=O)(=O)c1ccc(C)cc1)N1CCCN(S(=O)(=O)c2ccc(C)cc2)C1C(C)C (stereo unspecified)	-3
C[C@@H]1CN([C@H](C)CO)C(=O)Cc2cc(NC(=O)Nc3cccc4ccccc34)ccc2O[C@@H]1CN(C)Cc1ccc(C(=O)O)cc1	41
C(=Nc1ccc(N2CCOCC2)cc1)c1ccc(Sc2nc3ccccc3[nH]2)o1	-4
CCn1c(SCC(=O)Nc2cc(C(F)(F)F)ccc2Cl)nnc1-c1cccnc1	2
Cc1cc(C)n(-c2ccc(Cl)c(C(=O)OCc3ccccc3)c2)n1	8
C=CCNC(=O)[C@H]1[C@@H]2C(=O)O[C@@H](c3ccccc3)[C@@H](c3ccccc3)N2[C@@H](c2ccc(O)cc2)[C@]12C(=O)N(C(=O)OCCOC)c1ccc(C#CCC(C(=O)OC)C(=O)OC)cc12	59
C[C@@H]1CN([C@H](C)CO)C(=O)c2cccc(NC(=O)c3cnccn3)c2O[C@@H]1CN(C)C(=O)NC1CCCCC1	3
Cc1ccc(S(=O)(=O)Nc2cccc3c2O[C@H](CN(C)Cc2ccccc2)[C@H](C)CN([C@@H](C)CO)C3=O)cc1	4
C[C@H](CO)N1C[C@H](C)[C@@H](CN(C)C(=O)NC2CCCCC2)Oc2c(NC(=O)C3CCOCC3)cccc2C1=O	-8
C[C@H](CO)N1C[C@H](C)[C@@H](CN(C)C(=O)NC2CCCCC2)Oc2c(NC(=O)CCCCCC(=O)Nc3ccccc3N)cccc2C1=O	-5
COc1ccc(CCNc2nc(-c3cccc(NC(C)=O)c3)cs2)cc1OC	-6
COC(=O)CCn1c(=O)c2cccn2c2ccccc21	0

Structures from the list above containing an aryl methoxy group (11):
SMILES	U2OS ROS induce
C=CCN1C(=O)[C@]2(O[C@H](CCn3cc(CCO)nn3)[C@@H]([Si](C)(C)c3ccc(OC)cc3)[C@@H]2C)c2cc(N3C(=O)c4cccc5cccc3c45)ccc21	97*
COc1ccc(/C=C/C(=O)O[C@H]2[C@H](OC3C4O[C@]4(CO)[C@H]4C(O[C@@H]5O[C@H](CO)[C@@H](O)[C@H](O)[C@H]5O)OC=C[C@@H]34)O[C@@H](C)[C@H](O)[C@H]2O)cc1 (stereo partly specified)	-2
COc1ccc(CN(C)C[C@H]2OCc3cnnn3CCCC(=O)N([C@@H](C)CO)C[C@H]2C)cc1	-4
COc1cc(C(=O)NCCC(=O)NC2CCCc3ccccc32)cc(OC)c1OC (stereo unspecified)	-6
COc1ccc(NC(=O)N(C)C[C@H]2Oc3c(NC(=O)Nc4cccc5ccccc45)cccc3C(=O)N([C@H](C)CO)C[C@H]2C)cc1	6
COc1ccc(NC(=O)Nc2ccc3c(c2)CC(=O)N([C@@H](C)CO)C[C@H](C)[C@@H](CN(C)C(=O)NC(C)C)O3)cc1	13
COc1ccc(NC(=O)N(C)C[C@@H]2Oc3ccc(N(C)C)cc3CC(=O)N([C@H](C)CO)C[C@H]2C)cc1	-1
COc1ccc(S(=O)(=O)N(C)C[C@H]2Oc3c(NC(=O)NC4CCCCC4)cccc3C(=O)N([C@H](C)CO)C[C@@H]2C)cc1	11
COc1ccc(S(=O)(=O)N(C)C[C@H]2Oc3c(NS(C)(=O)=O)cccc3C(=O)N([C@@H](C)CO)C[C@H]2C)cc1	-2
CCn1cc(C(C)NC(=S)Nc2ccc(OC)cc2OC)c(C)n1 (stereo unspecified)	-6
COc1ccc(CCNc2nc(-c3cccc(NC(C)=O)c3)cs2)cc1OC	-6
